TRPV1 ag = agonists of human vanilloid receptor 1 (TRPV1) | TRPV1-expressing cells, Fluo-8 calcium influx, agonist mode | activation, % at 8.33 µM | 0.19% of 320,000 active | AID 540275; in the data active = activation above about 80%; inconclusive = between about 30% and that limit; also: 0% is about no effect
Target sequence (Q8NER1 whole entry, looked up): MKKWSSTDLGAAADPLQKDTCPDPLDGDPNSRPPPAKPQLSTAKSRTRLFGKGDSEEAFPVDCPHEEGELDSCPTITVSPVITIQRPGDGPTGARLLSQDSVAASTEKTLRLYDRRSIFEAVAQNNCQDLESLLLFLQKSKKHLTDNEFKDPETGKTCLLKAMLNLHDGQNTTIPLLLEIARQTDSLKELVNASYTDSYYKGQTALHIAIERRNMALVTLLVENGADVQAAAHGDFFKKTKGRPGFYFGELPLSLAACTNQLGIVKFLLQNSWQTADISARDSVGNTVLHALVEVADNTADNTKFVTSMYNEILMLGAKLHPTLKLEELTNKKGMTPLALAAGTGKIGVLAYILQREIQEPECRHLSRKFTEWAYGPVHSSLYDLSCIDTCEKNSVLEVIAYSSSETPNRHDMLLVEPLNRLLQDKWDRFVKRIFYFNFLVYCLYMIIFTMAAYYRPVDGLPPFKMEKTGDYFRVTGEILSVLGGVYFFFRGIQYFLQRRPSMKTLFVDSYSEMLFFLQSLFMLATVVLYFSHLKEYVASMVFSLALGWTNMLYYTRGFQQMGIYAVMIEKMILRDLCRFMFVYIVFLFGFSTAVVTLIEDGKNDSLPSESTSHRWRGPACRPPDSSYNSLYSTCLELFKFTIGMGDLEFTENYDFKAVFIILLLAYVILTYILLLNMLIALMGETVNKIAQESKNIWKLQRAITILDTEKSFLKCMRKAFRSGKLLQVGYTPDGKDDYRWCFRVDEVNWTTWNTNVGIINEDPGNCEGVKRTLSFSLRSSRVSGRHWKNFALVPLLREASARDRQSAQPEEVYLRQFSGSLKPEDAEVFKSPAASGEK
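TRPV1-expressing cells were cultured overnight at 35.5C and loaded with Fluo-8 calcium dye for 40 to 90 min at room temperature. After a 10 s baseline, compound was added and calcium influx was read kinetically for 3 min (ex 480/em 520 nm).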
BRCA1 expr act = increases BRCA1 expression | MCF7-BRCA1-FFLuc reporter, luminescence, 48 h; response scale: scaled: vehicle 0%, 10 µM genistein 100% | Potency, µM (series often up to 46.1 µM), without a hit: top-dose activation, most hits filed as activators | 1.1% of 380,000 active; also: potency is read from the fitted curve at half-maximal effect; nearly all actives have a fitted effect of over 80% in size; some results filed as inactive show a strong effect at the top dose
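MCF7-BRCA1-FFLuc cells, 2000/well in phenol-red-free MEM, attached 2 h then treated 48 h at 37 C. Luciferase luminescence read 15 min after reagent; normalized to genistein maximum activation (10microM) and DMSO, concentration-response fitted.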
TSG101-PTAP inh = blocks PTAP/TSG101 interaction to inhibit HIV-1 budding. Q99816. Fluorescence polarization, FITC-PTAP peptide / Tsg101 binding. Potency, µM (doses to about 115 µM), for the others: top-dose activity change, negative = inhibition, usual class: inhibitors. 340,000 tested, under 10 active. AID 493005; active = well fitted inhibition curve with a large enough effect in the main read-out, with a control signal flat, not every such curve was filed as active; inconclusive = small, poorly fitted or top-dose-only effect, or effect the other way, or a change in a side signal; inactive = no such curve, though single readings can be large or run the other way; also: potency is read from the fitted curve at half-maximal effect; % of control where 0% means no effect
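FP read-out: FITC-PTAP peptide, 50 nM final, binding Tsg101 binding domain, 10 uM final; 20 min, r.t.; 10 mM HEPES pH 7.5, 0.15 M NaCl, 0.01% Tween 20, 3 mM EDTA, 0.1 mM TCEP.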
CXXC DNA block = blocks binding of human MLL CXXC domain to DNA; 0.037% of 290,000 active; Q03164; MLL-CXXC / FITC-HOXA9 DNA fluorescence polarization; Potency, µM (titrated, usually from 115 µM), for the others: at the highest dose activity change, negative = inhibition, most hits filed as inhibitors; active = well fitted inhibition curve with a large enough effect in the polarisation, with a control signal flat, not every such curve was filed as active; inconclusive = small, poorly fitted or top-dose-only effect, or effect the other way, or a change in a side signal; inactive = no such curve, though single readings can be large or run the other way; the % refers to the polarisation; also: potency is read from the fitted curve at half-maximal effect
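Purified MLL-CXXC (added from a 7 uM solution) was preincubated 5 min at ambient with pinned compounds in 50 mM Tris-HCl pH 7.5, 50 mM NaCl, 1 mM DTT, 0.05% BSA. Fluorescein-labeled HOX-A9 DNA (50 nM solution) followed, 30 min, then polarization read.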
a7 integrin act = integrin-mediated muscular dystrophy alleviation activation | alpha7betagal myoblasts, beta-gal FDG fluorescence, 48 h | Potency, µM (top dose mostly 38.3 µM), for inactives: at the top dose activation, usual class: activators | 0.064% of 350,000 active;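 also: potency is read from the fitted curve at half-maximal effect; 100% = response of the positive control SU9516; nearly all actives have a fitted effect of over 60% in size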
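alpha7betagal+/- myoblasts (passage 13, 250/well) treated 48 h at 37C with compounds at 1:260 dilution of DMSO stock. Lysed, then beta-galactosidase activity read as FDG fluorescence (ex 480/em 540) after 30 min, with pre-read for autofluorescence.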
A-T KAP1 phos = potential ataxia-telangiectasia treatments restoring KAP-1 phosphorylation | Potency, µM (doses to about 57.5 µM), inactives show at the top dose activation, actives largely listed as activators | […] A-T fibroblasts, KAP-1 phosphorylation AlphaLISA; neocarzinostatin DNA damage 30 min before lysis | 0.19% of 320,000 active; also: potency is read from the fitted curve at half-maximal effect; % of control where 0% means no effect; nearly all actives have a fitted effect of over 45% in size
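ATM-like activity read as KAP-1 phosphorylation via AlphaLISA donor/acceptor antibody pairs after lysis and 6 hr at 25C. Cells were ATM-null patient fibroblasts ([…], hTERT), dosed 60 min, then exposed to the DSB inducer NCS for 30 min.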
B2AR arrestin = agonists driving beta-arrestin recruitment to human beta2-adrenergic receptor; AID 492947; 0.02% of 330,000 active; beta-arrestin recruitment to beta2AR, cell-based reporter; Potency, µM (doses to about 46.1 µM), for inactives: at the highest dose activation, most hits filed as activators; P07550;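 also: potency is read from the fitted curve at half-maximal effect; 0% = DMSO controls and full agonism = EC100 isoproterenol or metaproterenol; nearly all actives have a fitted effect of over 65% in size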
TCR activator = T cell receptor activation; primary human leukocytes, anti-CD3, IL-2 HTRF, 48 h; Potency, µM (top dose mostly 9.22 µM), for the others: at the highest dose activation of IL-2 secretion, usual class: activators; 330,000 tested, under 10 active; AID 504894; also: % of control where 0% means no effect
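Primary human leukocytes receive a-CD3 beads and test compound and are incubated 48 hr. Secreted IL-2 is then assayed by HTRF, measuring 665nm acceptor emission after 320nm excitation of the europium donor.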
ELG1 DNA repair = blocks ELG1-dependent DNA repair in HEK293T cells. HEK293T ELG1-luciferase reporter, luminescence, 16 h; DNA damage induced by 5-fluorouridine. Potency, µM (highest dose often 46.1 µM), for the others: at the highest dose activity change, negative = inhibition, usual class: inhibitors. 2.3% of 330,000 active; also: potency is read from the fitted curve at half-maximal effect; % is scaled to controls: 0 for no effect and ±100 for the full control effect; nearly all actives have a fitted effect of over 55% in size
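Reporter activity after DNA damage by 5-fluorouridine is monitored. Compound-treated cells incubate 16 hr at 37 °C, then ONE-Glo is added for 30 min before luminescence reading.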
p53 reactivator = mutant p53 re-activation in reporter cells | H1299 p53-A138V BP100-luciferase reporter, luminescence, 24 h | 0.063% of 320,000 active | Potency, µM (highest dose often 92.2 µM), for the others: top-dose activity change, positive = activation, usual class: activators; also: potency is read from the fitted curve at half-maximal effect; % of control where 0% means no effect; nearly all actives have a fitted effect of over 45% in size
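H1299 (p53-null), stable ts p53-A138V + BP100-Luc; 1000 cells/well, Opti-MEM/10% FBS; cpd 4 pt, 1:5; 24 h, 37 deg C, 5% CO2; detection reagent 10 min RT; luminescence.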
Numbers without * were called inactive; u = inconclusive; x = not tested or not shown; [ ] = remark or other dose. Unless noted, calls follow the shape of the dose curve; as a rule, active = well fitted curve in the direction sought with a large enough effect; inconclusive = small, poorly fitted or top-dose-only effect, or another doubt; inactive = no such curve, though single readings can be large; an effect the other way counts as inactive or inconclusive.

SMILES	TRPV1 ag	BRCA1 expr act	TSG101-PTAP inh	CXXC DNA block	a7 integrin act	A-T KAP1 phos	B2AR arrestin	TCR activator	ELG1 DNA repair	p53 reactivator
COc1ccc(S(=O)(=O)N(C)C[C@H]2Oc3c(NS(=O)(=O)c4ccc(F)cc4)cccc3C(=O)N([C@H](C)CO)C[C@@H]2C)cc1	x	-11%	-2%	x	-31%	13%	1.3%	-7%	9%	-4%
COc1ccc(C2=NOC(C(=O)NCc3cccs3)C2)cc1 (stereo unspecified)	4	-36%	-6%	14%	0%	1%	0.3%	2%	u	10%
C=CCNC(=S)NNC(=O)C(CCCC)CC(C)O (stereo unspecified)	1	-5%	-4%	-6%	-23%	0%	-0.3%	-2%	7%	6%
O=C(NC1C/C(=N/O)c2cc3c(cc21)OCO3)C(F)(F)F (stereo unspecified)	0	0%	2%	4%	5%	1%	0.1%	3%	6%	-4%
CCOc1cc(C(=O)CCC(=O)OCC(=O)N2c3ccccc3NC(=O)C2(C)C)ccc1O	2	-1%	1%	21%	-32%	10%	-0.2%	4%	u	3%
CC(=O)Nc1ccc(NS(=O)(=O)c2ccc(-c3cnc(C4CC4)o3)cc2)cc1	1	0%	-8%	32%[activator]	13%	-4%	0.1%	-1%	-3%	-1%
CC(Oc1ccc(-c2ccccc2)c(F)c1)c1ccn(S(=O)(=O)c2cccc3ccccc23)n1 (stereo unspecified)	3	-6%	1%	11%	-44%	6%	0.6%	4%	-6%	1%
CCCCC1=CC2=C(c3ccco3)C(=O)C(C)(OC(=O)c3ccc(OC)cc3)C(=O)C2=CN1Cc1ccco1 (stereo unspecified)	-5	-22%	0%	-2%	11%	-26%	-0.8%	-10%	1%	-3%
CCN1C(=O)c2cccc3c(S(=O)(=O)N(C(=O)c4cccnc4)c4ccc(OC)cc4)ccc1c23	-1	-76%	-6%	109%[activator]	7%	u	-1.0%	-4%[46.1 µM]	-24%	-4%
COc1cccc(CC2(CO)CCCN(Cc3ccc(-c4ccco4)cc3)C2)c1 (stereo unspecified)	2	-14%	-1%	12%	-20%	10%	-1.0%	13%	12%	-1%
O=C(Nc1ccc2c(c1)N(S(=O)(=O)c1cccs1)CCC2)c1c(F)cccc1F	23	-42%	0%	x	-33%	-1%	0.1%	0%	u	-4%
Cc1ccccc1-c1cc(C(=O)O)nn1CC1CC(c2cccc([N+](=O)[O-])c2)=NO1 (stereo unspecified)	6	-1%	x	x	4%	3%	-0.6%	-10%	7%	-2%
CS(=O)(=O)N1CCC(C(=O)N2CCN(c3ccccc3F)CC2)CC1	u	13%	-2%	10%	-2%	1%	5.5%	3%	11%	3%
C#CCN1C(=O)C(O)(CC(=O)/C=C/C=C/c2ccccc2)c2ccccc21 (stereo unspecified)	0	2%	-3%	-4%	-45%	-1%	0.2%	-4%	8%	23%
C[N+]1(CCC(=O)c2ccccc2)CCCCC1	-1	-14%	-2%	-7%	-23%	12%	-1.4%	-3%	0%	20%
CC(NC(=O)c1c(F)cccc1Cl)c1ccc(-n2ccnc2)cc1 (stereo unspecified)	3	-22%	2%	9%	u	22%	0.1%	6%	28%	1%
Cc1onc(-c2ccccc2)c1C(=O)NC(=S)NNC(=O)c1cc(-c2ccc(F)cc2)n[nH]1	-5	-5%	-2%	-2%	-36%	5%	-0.4%	-70%	u	21%
COc1ccc(NC(=S)NCC(O)c2ccccc2)c(OC)c1 (stereo unspecified)	-1	13%	0%	-1%	23%	5%	0.0%	-1%[46.1 µM]	0%	-6%
COCC(=O)Oc1c(S(=O)(=O)c2ccc(C)cc2)c(C)nn1-c1ccccc1	1	-16%	-2%	-17%	24%	0%	0.2%	-4%	-13%	-3%
CC(C)[C@H](NC(=O)N1CC(=O)Nc2ccccc21)C(=O)N[C@H](Cc1c[nH]c2ccccc12)C(=O)O	-2	2%	-3%	-3%	-4%	1%	0.1%	-2%	19%	x

Five entries from above, with bars between the fields:
Structure | TRPV1 ag | BRCA1 expr act | TSG101-PTAP inh | CXXC DNA block | a7 integrin act | A-T KAP1 phos | B2AR arrestin | TCR activator | ELG1 DNA repair | p53 reactivator
C[N+]1(CCC(=O)c2ccccc2)CCCCC1 | -1 | -14% | -2% | -7% | -23% | 12% | -1.4% | -3% | 0% | 20%
CC(NC(=O)c1c(F)cccc1Cl)c1ccc(-n2ccnc2)cc1 (stereo unspecified) | 3 | -22% | 2% | 9% | u | 22% | 0.1% | 6% | 28% | 1%
Cc1onc(-c2ccccc2)c1C(=O)NC(=S)NNC(=O)c1cc(-c2ccc(F)cc2)n[nH]1 | -5 | -5% | -2% | -2% | -36% | 5% | -0.4% | -70% | u | 21%
COc1ccc(NC(=S)NCC(O)c2ccccc2)c(OC)c1 (stereo unspecified) | -1 | 13% | 0% | -1% | 23% | 5% | 0.0% | -1%[46.1 µM] | 0% | -6%
COCC(=O)Oc1c(S(=O)(=O)c2ccc(C)cc2)c(C)nn1-c1ccccc1 | 1 | -16% | -2% | -17% | 24% | 0% | 0.2% | -4% | -13% | -3%

New compounds follow:
SMILES	TRPV1 ag	BRCA1 expr act	TSG101-PTAP inh	CXXC DNA block	a7 integrin act	A-T KAP1 phos	B2AR arrestin	TCR activator	ELG1 DNA repair	p53 reactivator
COc1ccccc1-c1nnc(C2CCN(S(=O)(=O)c3ccccc3[N+](=O)[O-])CC2)o1	0	-29%	-4%	6%	0%	-9%	0.2%	-6%	0%	0%
COc1cccc(OC)c1C(=O)NC(=S)Nc1ccc(S(=O)(=O)Nc2nccs2)cc1	0	-40%	-6%	-8%	0%	-3%	-1.1%	8%	0%	-5%
Cc1cccc(N2CCN(C(=O)CNC(=O)c3ccccc3)CC2)c1C	19	61%	-8%	-9%	-4%	4%	-0.2%	3%	3%	0%
COc1ccc(C(=O)Cn2c(C(C)=O)nc3ccccc32)cc1	x	-77%[inhibitor]	-4%	x	-40%	x	x	6%	x	x
CCOc1ccc(NS(=O)(=O)c2cc(C(=O)N3CCC3)ccc2Cl)cc1	0	-12%	3%	x	-2%	-5%	0.0%	0%	14%	-4%
FC(F)(F)c1cc(-c2ccccc2)nc(NCc2cccnc2)n1	7	-55%	-1%	-3%	-6%	12%	-0.5%	-17%	u	-6%
CCC(C)(C)C1CCc2c(sc(NC(=O)c3ccccc3C(=O)O)c2C#N)C1 (stereo unspecified)	-3	-5%	-4%	-11%	-13%	1%	0.0%	-4%	u	19%
CC(C)C1Cc2c(C#N)c(N)n(C)c(=S)c2CO1 (stereo unspecified)	2	-13%	-7%	0%	7%	-5%	-0.5%	1%	u	-3%
CCn1nnc(-c2ccccc2NS(=O)(=O)c2ccc(S(=O)(=O)N(C)C3CCCCC3)cc2)n1	15	-6%	-2%	18%	37%	x	0.0%	-3%	u	1%
Cc1cc(C(=O)COc2cccnc2[N+](=O)[O-])c(C)n1-c1ccccc1F	u	-15%	-5%	2%	-35%	3%	0.1%	-41%	u	-8%
O=C(NCc1ccc2c(c1)OCO2)c1cnc2n(c1=O)CCS2	0	39%	-3%	-8%	13%	9%	0.4%	-1%	13%	-6%
NC(=O)c1c(NC(=O)CN2CCN(S(=O)(=O)c3ccccc3)CC2)sc2c1CCC2	9	-42%	0%	x	16%	10%	-0.3%	2%	u	11%
FC(F)(F)C1CCCN(c2nsc3ccccc23)C1 (stereo unspecified)	2	-20%	-5%	13%	-51%[inhibitor]	-5%	-0.1%	-3%	u	-15%
COc1ccc(-n2cc3ccc([N+](=O)[O-])cc3n2)cc1	2	u	-10%	19%	30%	7%	-1.0%	-3%	u	29%
COc1ccc(/C=N/N2C(C)CCCC2C)cc1OC (stereo unspecified)	-2	-1%	1%	-9%	u	-7%	-0.8%	-8%	-6%	10%
COCCn1nnnc1C(c1cccs1)N1CCN(c2cc(C)ccc2C)CC1 (stereo unspecified)	20	-46%	-10%	-1%	2%	-10%	0.2%	-13%	u	-1%
CCC1CCCCN1S(=O)(=O)c1ccc2[nH]c(=O)ccc2c1 (stereo unspecified)	-3	-24%	-2%	x	2%	2%	-0.1%	-2%	u	5%
O=[N+]([O-])c1ccccc1O[C@@H]1O[C@H](CO)[C@H](O)[C@H](O)[C@H]1O	-1	0%	-3%	-4%	1%	-10%	-0.7%	-1%	-10%	0%
C=C(C)CNC(=S)NNC(=O)c1cc(C)oc1C	-3	6%	-3%	8%	12%	4%	-0.2%	3%[46.1 µM]	19%	-4%
CCCN(CC(=O)Nc1ccc(NC(C)=O)cc1)CC(=O)Nc1ccc(F)c(F)c1F	11	-25%	-3%	-4%	-5%	-2%	0.2%	-3%	-12%	-5%
CCOC(=O)C1CCCN(CC(=O)Nc2cc(C)cc(C)c2)C1 (stereo unspecified)	15	-10%	-2%	-2%	10%	0%	-0.3%	2%	-17%	-7%
O=C(c1cn(-c2ccccc2)nc1-c1cccs1)N1CCN(c2ccccc2)CC1	0	-75%	-7%	6%	-19%	4%	0.3%	3%	6%	0%

Screening data (PubChem)
